Screens (PubChem BioAssay)
ROMK primary: human ROMK K+ channel modulation, primary screen; Tet-inducible ROMK, thallium flux fluorescence; actives lie on both sides; P48048; 130,000 compounds, 2% hits; B-score at 10 µM;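 active means signal ratio slope over the read window, or its plate-corrected B-score, at least 3 SD from the plate mean, either direction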;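 further: B-score of the F/F0 ratio slope over 7 to 12 s after thallium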
PPARg SRC1 recr: PPARgamma-driven SRC-1 recruitment agonism | P37231 | PPARgamma-SRC-1 coactivator recruitment biochemical assay | activation, % at 8 µM | 200,000 compounds, 0.41% hits | AID 631; in the data active means activation above about 19%;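 further: 0% = DMSO and 100% = reference agonist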
PPARg SRC3 recr: promotes SRC-3 coactivator recruitment by human PPARgamma. P37231. 200,000 compounds, 0.26% hits. biochemical PPARgamma/SRC-3 coactivator recruitment assay. activation, % at 8 µM; in the data active means activation above about 23%;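 further: 0% = DMSO and 100% = reference agonist; some compounds past the cut are filed as inactive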
G6PDH counter: L. mesenteroides G6PDH inhibition counter-screen | AID 1020 | 200,000 compounds, 0.12% hits | Purified L. mesenteroides G6PDH, diaphorase/resazurin coupled fluorescence, 45 min | inhibition, % at 5 µM; in the data active means inhibition above about 50%
Diaph inh CS: counter-screen for diaphorase-based assays: diaphorase inhibitors and chemical oxidizers. diaphorase resazurin-to-resorufin fluorescence, NADH, 16 min; bacterial (C. kluyveri) enzyme, not human. 190,000 compounds, 0.69% hits. AID 1217. inhibition, % at 20 µM;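 active means primary screen inhibition at 20 µM above a set limit, cut at about 50% in these data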;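 further: plate controls were DMSO with full reaction for no effect and wells lacking NADH for full effect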
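material = Clostridium kluyveri diaphorase enzyme | amount = 0.14 U/mL diaphorase, enzyme working solution | schedule = incubation 16 min, room temperature | detection = fluorescence of resorufin formed from resazurin, Ex 544/Em 590 nm | benchmarks = positive control minus NADH, DMSO neutral control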
PMI act satM6P: increases human PMI activity with near-saturating mannose 6-phosphate | AID 1216 | 190,000 compounds, 0.34% hits | coupled PMI enzyme assay, resazurin fluorescence, 20 min; hits give high values; 1 = untreated enzyme, 0 = substrate-free blank | P34949 | activation factor at 20 µM;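 active means activation factor of 2 or more at 20 µM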
Target sequence (P34949 whole entry, looked up): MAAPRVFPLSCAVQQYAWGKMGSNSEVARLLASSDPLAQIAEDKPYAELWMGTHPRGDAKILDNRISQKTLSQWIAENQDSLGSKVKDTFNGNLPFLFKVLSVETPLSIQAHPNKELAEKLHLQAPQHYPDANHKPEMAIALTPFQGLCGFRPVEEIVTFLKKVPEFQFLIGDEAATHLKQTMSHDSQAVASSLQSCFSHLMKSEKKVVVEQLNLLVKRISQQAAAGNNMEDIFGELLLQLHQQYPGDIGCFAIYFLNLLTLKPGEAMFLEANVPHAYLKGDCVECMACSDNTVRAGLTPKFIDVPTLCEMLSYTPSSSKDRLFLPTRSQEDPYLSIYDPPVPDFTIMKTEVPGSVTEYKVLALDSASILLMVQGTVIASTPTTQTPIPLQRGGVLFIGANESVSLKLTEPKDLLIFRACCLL
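assay system = human phosphomannose isomerase with PGI, G6PDH, diaphorase coupling enzymes | quantity = 15 ng/mL PMI | incubation = enzyme reaction with compound 20 min at room temperature | medium = HEPES pH 7.4 buffer with MgCl2 and Tween-20 | compound dosing = one concentration, 20 µM, in 1% DMSO | measured by = Diaphorase-driven resazurin-to-resorufin fluorescence, excitation 544, emission 590 nm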
PPARg SRC2 recr: PPARgamma-driven SRC-2 recruitment agonism; P37231; PPARgamma LBD-SRC-2 recruitment, biochemical; activation, % at 8 µM; 200,000 compounds, 0.34% hits; in the data active means activation above about 22%;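 further: 0% = vehicle and 100% = reference agonist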
PMI activator: increases human mannose-6-phosphate isomerase activity; P34949; purified human PMI, coupled resazurin fluorescence, 20 min; hits give high values; 1 = vehicle control, 0 substrate-free wells; activation factor at 20 µM; 190,000 compounds, 0.005% hits; AID 1214;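 active means activation factor of 2 or more at 20 µM, relative to plate controls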
Diaph act CS: diaphorase activation or chemical reduction counter-screen; 190,000 compounds, 0.005% hits; activation factor at 20 µM; Diaphorase/resazurin coupled assay, resorufin fluorescence, 16 min; hits give high values; 1 = vehicle wells, 0 = NADH-free wells;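 active means diaphorase activity raised at least twofold by the compound at 20 µM; inactive means activation factor below 2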
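Measured by – red resorufin fluorescence at 544/590 nm excitation/emission · Test system – Clostridium kluyveri diaphorase, purified enzyme · Incubation – reaction time 16 min, room temperature · Buffer or medium – 50 mM HEPES pH 7.4 with 4.542 mM MgCl2, 0.005% Tween 20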
SRC2 TRFRET art: flags TR-FRET format artefacts in PPARgamma SRC-2 recruitment agonist screen. 200,000 compounds, 0.4% hits. AID 1049. TR-FRET ratio at 8 µM. TR-FRET artefact counter-screen; hits give high values; in the data active means TR-FRET ratio above about 2000; further: inactives centre near 1500
S1P3 antag: antagonists of human S1P3 receptor; Q99500; CHO S1P3 NFAT-BLA reporter, FRET fluorescence, antagonist mode; inhibition, % at 4.98 µM; 170,000 compounds, 0.27% hits; AID 485;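 active means inhibition above the plate cutoff, the mean inhibition of test wells on that plate plus 3 SD, cut at about 28% in these data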;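 further: cells challenged with S1P at its EC80 of 0.8 µM; blue over green emission ratio from cleaved BLA substrate after 4 h stimulation; 0% = S1P-stimulated wells and 100% = unstimulated DMSO-only wells; some compounds past the cut are filed as inactive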
Target sequence (Q99500 whole entry, looked up): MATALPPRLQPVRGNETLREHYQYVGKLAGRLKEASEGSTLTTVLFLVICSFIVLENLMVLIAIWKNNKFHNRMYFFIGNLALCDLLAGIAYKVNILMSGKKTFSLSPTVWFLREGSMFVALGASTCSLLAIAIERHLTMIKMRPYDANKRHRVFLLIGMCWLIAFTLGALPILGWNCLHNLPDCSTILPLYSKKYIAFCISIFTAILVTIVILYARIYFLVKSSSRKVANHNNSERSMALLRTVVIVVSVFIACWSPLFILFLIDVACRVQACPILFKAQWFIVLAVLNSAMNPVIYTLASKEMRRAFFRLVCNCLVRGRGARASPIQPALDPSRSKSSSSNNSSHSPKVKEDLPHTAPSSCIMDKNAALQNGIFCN
The depositor's hits bear a star; · = no result given; & = joins results of further samples. Rows were taken by chance; about 3.3% have a hit in one of these screens.

smiles	SRC2 TRFRET art	PPARg SRC3 recr	PPARg SRC2 recr	Diaph inh CS	Diaph act CS	G6PDH counter	PMI act satM6P	S1P3 antag	ROMK primary	PMI activator	PPARg SRC1 recr
O=C(CSc1nnc(-c2ccccc2Cl)o1)Nc1ccc2c(c1)OCCO2	1752	7	19	11	0.9	0	1	·	-1.1	1	9
COc1ccc(CNc2ccc3cn[nH]c3c2)c(OC)c1OC	1695	5	0	57*	0.4	28	0.7	·	0.24	0.6	4
Cc1cccc(CS(=O)(=O)Cc2ccc(C(=O)NCc3cccs3)o2)c1	1642	-1	-1	2	1	0	1.1	-1	0.0027	1.1	16
O=C(CN1CCN(Cc2ccccc2)CC1)c1c[nH]c2ccccc12	1557	-7	-4	20	0.8	3	1.4	-9	·	1.3	8
COc1cc(/C=C2/C(=O)NN(c3ccc(Cl)cc3)C2=O)ccc1OC(=O)c1ccco1	1611	4	-4	17	0.8	0	1.2	2	-3.3*	1.1	6
CCC(=O)N(CCc1ccc(S(N)(=O)=O)cc1)C1CC(=O)N(c2ccc(OC)cc2)C1=O (centres undefined)	1730	-3	0	16	0.8	14	1	-11	0.67	0.9	2
O/N=C\c1cccn1-c1nccs1	1632	2	3	7	0.9	3	1	-16	0.41	1	-4
Cc1csc2nc3ccccc3c(=O)n12	1505	-5	6	18	0.8	-9	0.9	·	-0.74	0.9	2
CCN1C(=O)/C(=C2/Sc3ccccc3N2CCCS(=O)(=O)O)SC1=S	1712&1651	6&1	3&8	23&20	0.8&0.8	10&2	1&0.9	0	0.84	0.9&1.1	3&-2
CCOC(=O)c1ccccc1NC(=O)CSc1cccc[n+]1[O-]	1640	-3	6	-7	1.1	7	1.1	·	·	1	-2
CN=c1scc(C)n1/N=C/c1ccc(O)cc1	1450	11	4	14	0.9	9	0.9	4	·	0.9	11
O=S(=O)(c1cnc(Cl)c(Cl)c1)N1CCCc2ccccc21	1705	6	4	10	0.9	4	1	-11	-2.9	1	-4
Cn1c(=O)c2c(c3ccccc31)OC(=O)CC2c1cccnc1 (centres undefined)	1854	2	15	-2	1	8	1	-2	-0.45	1	10
CCCCN(CCCC)C(=O)c1ccccc1NC(=O)CN1C(=O)c2ccccc2C1=O	1579	1	8	3	1	24	1.1	·	0.03	1	5
CC(C)C(c1nnnn1Cc1ccco1)N1CCN(C2CCCC2)CC1 (centres undefined)	1506	-3	-5	14	0.9	11	0.9	3	-1.1	0.9	4
COc1cccc(-c2ccc(C#N)c(SCC(=O)NCCc3ccc(Cl)cc3)n2)c1	1405	5	11	7	0.9	-19	1	2	·	0.9	4
CCOC(=O)C1(CCCc2ccccc2)CCN(C2CCSCC2)CC1	1517	0	4	16	0.8	7	1.1	12	-2.6	1	1
CCn1c(C)nc2cc(C(=O)N/N=C/c3ccccc3)ccc21	1471	-1	-7	-8	1.1	-1	1.1	-25	-0.073	1.1	4
COc1ccc(Br)cc1S(=O)(=O)NCc1ccccc1	1441	-1	6	11	0.9	-8	1.1	-11	0.029	0.9	10
O=C(Nc1nncs1)Oc1ccccc1	1466	-5	-1	-6	1.1	8	1.1	-8	0.24	1	1
O=c1[nH]ncn1-c1ccccc1	1601	1	-2	2	1	0	1	13	0.47	0.9	5
Cc1ncc([N+](=O)[O-])n1CCOC(=O)c1ccc(Br)cc1	1367	-2	0	8	0.9	10	0.9	-7	0.027	0.9	-2
Cc1cccc2nc(COc3ccc(Cl)c4cccnc34)cn12	1526	-2	-10	-16	1.2	9	0.8	17	-1.1	1	0
Nn1c(Nc2ccccc2)nc2ccccc21	1809	15	11	10	0.9	3	1	14	·	1	11
COc1ccc(N(C)C(=O)CCS(=O)(=O)c2cccc3nonc23)cc1	1326	-8	-2	18	0.8	0	1	·	-0.05	0.9	-7
CCN=C1SC(CC(=O)Nc2ccc3c(c2)OCO3)C(=O)N1CC (centres undefined)	1554	0	19	5	1	2	0.9	9	-0.83	1	11
CCOC(=O)c1c(C)[nH]c(C(=O)COC(=O)c2ccncc2)c1C	1380	-13	-5	0	1	6	1.1	14	·	1.1	-1
Clc1ccccc1/C=N/NC1=Nc2cccc3cccc1c23	1634	2	3	14	0.9	-11	0.9	23	·	1	4
CC1CCN(C(=O)C2CCC(CNS(=O)(=O)c3cccc4cccnc34)CC2)CC1 (centres undefined)	1616	4	-13	17	0.8	2	0.9	-7	·	0.9	3
COc1ccc(-c2nc3ccccn3c2CN2CCN(c3ccccc3F)CC2)cc1	1627	2	0	14	0.9	0	0.8	-16	0.35	0.9	13

Rewritten with values under each structure: three of the compounds above
Below each SMILES: SRC2 TRFRET art | PPARg SRC3 recr | PPARg SRC2 recr | Diaph inh CS | Diaph act CS | G6PDH counter | PMI act satM6P | S1P3 antag | ROMK primary | PMI activator | PPARg SRC1 recr
- Cc1ncc([N+](=O)[O-])n1CCOC(=O)c1ccc(Br)cc1
→ 1367 | -2 | 0 | 8 | 0.9 | 10 | 0.9 | -7 | 0.027 | 0.9 | -2
- Cc1cccc2nc(COc3ccc(Cl)c4cccnc34)cn12
→ 1526 | -2 | -10 | -16 | 1.2 | 9 | 0.8 | 17 | -1.1 | 1 | 0
- Nn1c(Nc2ccccc2)nc2ccccc21
→ 1809 | 15 | 11 | 10 | 0.9 | 3 | 1 | 14 | · | 1 | 11

Additional compounds.
smiles	SRC2 TRFRET art	PPARg SRC3 recr	PPARg SRC2 recr	Diaph inh CS	Diaph act CS	G6PDH counter	PMI act satM6P	S1P3 antag	ROMK primary	PMI activator	PPARg SRC1 recr
O=C(N/N=C/c1sc2ccccc2c1O)c1ccccc1	1558	8	1	37	0.6	14	0.8	-23	·	0.7	3
CC(=O)c1ccccc1N(C(=O)Cn1nnc2ccccc21)C(C(=O)NCC1CCCO1)c1ccc(N2CCOCC2)cc1 (centres undefined)	1508	3	1	14	0.9	13	0.9	-11	-0.17	0.9	-5
O=C(Oc1ccccc1C(=O)N1CCOCC1)c1ccccc1	1661	-10	-2	-1	1	-8	1	5	-0.23	1	0
CC(=O)c1cccc(NS(=O)(=O)N2CCCCC2)c1	1702	3	9	11	0.9	1	0.9	-4	·	0.9	8
O=C(N/N=C/c1ccc2c(c1)OCO2)c1cc(-c2ccccc2Cl)nc2ccccc12	1724	2	2	31	0.7	-3	0.8	16	-0.35	0.8	2
C=CCn1cnc2scc(-c3ccc(CC)cc3)c2c1=O	1469	-2	2	8	0.9	8	0.9	·	-0.89	0.9	-4
CCOC(=O)CNc1nnc(SCC(=O)OCC)[nH]c1=O	1662	15	10	2	1	14	1.1	24	·	1.1	2
CC(C(=O)NCC1CCCCC1)N1CCN(S(=O)(=O)c2ccccc2F)CC1 (centres undefined)	1549	-7	-4	12	0.9	-6	1	-3	-0.07	1	9
Cc1cc(C)c2cc(C)c(SCC(=O)NCc3ccco3)nc2c1	1490	4	4	27	0.7	9	0.9	-8	-0.13	0.9	1
COC(=O)c1c(C(=O)OC)c(-c2ccc(Cl)c(Cl)c2)n2c1CCC2	1513	-1	0	27	0.7	4	0.9	·	·	0.8	0
COc1ccc(S(=O)(=O)N2CCC(C(=O)OCC(=O)c3ccccc3)CC2)cc1[N+](=O)[O-]	1476	2	5	-4	1	0	1	5	0.91	1	2
COc1ccccc1OCCNC(=O)Nc1ccc(Br)cc1	1598	0	-2	12	0.9	3	1	-8	-0.92	0.9	10
C=CCn1nnnc1SCC(=O)Nc1cccc(OC)c1	1567	-2	0	14	0.9	4	0.9	-8	·	1	8
N=c1ccn(CC(=O)c2ccc(-c3ccccc3)cc2)cc1	1650	-1	10	-20	1.2	6	1	-15	-0.44	1	8
O=C(O)C1CCN(Cc2cnn(-c3ccccc3)c2-n2cccc2)CC1	1609	0	2	·	·	·	·	-28	0.92	·	0
NC1=NC2(CCCC2)n2c(nc3ccccc32)N1	1458	0	-6	10	0.9	-2	0.9	-12	-0.38	1	2
COC1=C(OC)C(=O)C(CCCCCCCCCCO)=C(C)C1=O	1469	-1	7	57*	0.4	63*	0.2	-8	·	0.5	9
CN(C)c1nc(N)nc(N(c2ccccc2)c2ccccc2)n1	1512	-4	2	22	0.8	-14	0.9	-37	·	0.9	0
Cc1ccc(NC(=O)NCCN2C(=O)C3C4C=CC(C4)C3C2=O)cc1 (centres undefined)	1589	-4	6	-20	1.2	16	1.2	-11	·	1.1	-1
Cc1ccccc1N1CC(c2nc3ccccc3[nH]2)CC1=O (centres undefined)	1532	2	-4	13	0.9	-10	0.9	-23	0.068	0.9	-1
CCN(Cc1ccccc1)C(c1cc2cc(C)ccc2[nH]c1=O)c1nnnn1CCOC (centres undefined)	1546	3	4	19	0.8	7	1.3	-12	·	1.3	7
